High-throughput results (PubChem)
Rad51 HR inh: Rad51 (human) homologous recombination inhibition | Q06609 | hRad51 DNA strand exchange, fluorescence dequenching | inhibition, % at 10 µM | actives 0.085% (n = 200,000) | AID 1385;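 active means inhibition above 40% at the single screening dose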;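 further: 0% = DMSO control wells and 100% = blanks with heterologous ssDNA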
Target sequence (Q06609 whole entry, looked up): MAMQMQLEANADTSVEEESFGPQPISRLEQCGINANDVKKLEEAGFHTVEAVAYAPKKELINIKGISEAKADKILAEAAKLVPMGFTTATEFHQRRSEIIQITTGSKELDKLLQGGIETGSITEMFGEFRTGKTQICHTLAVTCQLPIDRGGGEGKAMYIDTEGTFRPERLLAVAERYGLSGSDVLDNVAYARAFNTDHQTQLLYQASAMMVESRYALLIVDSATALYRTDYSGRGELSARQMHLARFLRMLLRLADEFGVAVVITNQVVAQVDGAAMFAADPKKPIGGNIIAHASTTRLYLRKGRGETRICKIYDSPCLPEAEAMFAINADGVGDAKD
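System: hRad51 filaments on single-stranded DNA; reagent: Fluorescein- and BHQ1-tagged 47-mer duplex; compound dosing: one concentration, 10 µM final; timing: filaments 15 min 37 °C, then compound 30 min; measured by: fluorescein emission 520 nm, excitation 485 nm; benchmarks: per-plate controls and blanks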
* = called active by the depositor. A portion of the library; the hit share may differ from the screen's.

SMILES	Rad51 HR inh
CN1CCC23c4ccccc4NC1C21CCN(C)C3Nc2ccccc21	9
Cc1cccc(C(=O)N[C@@H]2c3ccccc3C[C@@H]2O)n1	-2
Cc1ccc(-n2nnc(-c3cccnc3)n2)cc1	3
Cc1cc(C)n(-c2ccc(Cl)c(C(=O)OCC(=O)N3CCCCC3C)n2)n1 (stereo not given)	-13
CC(=O)C[C@H]1c2cc(C(F)(F)F)ccc2S(=O)(=O)N1C1CCCCC1	-4
Cc1cccc(-c2oc3ccc(-c4ccc5c(c4)OCO5)cc3c2-c2ccc(OC3CCCCO3)cc2)c1 (stereo not given)	1
COc1cc(C)c(C(=O)Oc2cc(C)c(C(=O)O)c(O)c2C)c(O)c1C	3
COC(=O)CCC(=O)OC1(C)C(=O)C2=CN(Cc3ccccc3)C(c3ccc(OC)cc3)=CC2=C(Br)C1=O (stereo not given)	-8
CCCN(CC1CC1)c1nc(C)nc(Nc2c(Cl)cc(Cl)cc2Cl)c1Cl	0
CCn1c(SCC(=O)N2c3ccccc3Sc3ccccc32)nc2c1c(=O)n(C)c(=O)n2C	-3
CC(C)NC(=O)c1onc(CSc2ccc(F)c(F)c2)c1C(=O)NC(C)C	0
Cc1coc2c(C)c3oc(=O)c4c(c3cc12)CCCC4	1
Cn1cc(C[C@H](NC(=O)OC(C)(C)C)C(=O)N[C@H](CO)Cc2ccccc2)c2ccccc21	-3
C#CCOCCOCCOCCNc1nc(N2CCN(C(=O)C([C@@H](C)CC)n3cc(C(N)CC(C)C)nn3)CC2)nc(N2CCN(C(=O)[C@H](CCCCN)n3cc(C(N)COC(=O)C(F)(F)F)nn3)CC2)n1 (stereo not given in full)	11
COC(=O)C1=C(C(=O)OC)[C@@H]2N(Cc3ccccc3)c3ccccc3[C@@]23C[C@@H](C(=O)OC)N(C(=O)C2CCC2)C3=N1	-9
COc1ccc(CN2CC[C@H]3C=CC[C@@H](C(=O)Nc4ccc(Cl)c(C(F)(F)F)c4)[C@H]3C2=O)cc1OC	-6
C=CCOC(=O)C1=C[C@H](c2ccc3c(c2)OCO3)C[C@H](OCCCCO)O1	-5
COCCN1C(=O)N[C@@H](c2cccc(F)c2)C(C(C)=O)=C1C	-4
CCOC(=O)c1ccc(NS(=O)(=O)c2c(N)n(C)c(=O)n(C)c2=O)cc1	1
COC(=O)CCc1ccc(OCC(O)CNC(C)C)cc1 (stereo not given)	-3
O=C(NCc1cccc(Br)c1)C1CC(c2cc(C(F)(F)F)cc(C(F)(F)F)c2)=NO1 (stereo not given)	-3
CC(=O)Oc1ccc(N2C(=O)C3C(C2=O)C2(C)C=CC3(C)O2)cc1 (stereo not given)	-1
Nc1nc(F)nc2c1ncn2[C@@H]1O[C@H](CO)[C@@H](O)[C@H]1O	-2
CC(C)(C)Nc1ncnc2c1cnn2-c1ccccc1	-11
CC(Nc1nc(-c2ccc(F)cc2)cs1)c1nc2cc(Cl)c(Cl)cc2n1CCCO (stereo not given)	3
SMILES	Rad51 HR inh
CCCn1nc(NC(=O)c2ccco2)c2cc3ccc(C)cc3nc21	-3
C#CCCOC(=O)N1C2=NC(C(=O)OC)=C(C(=O)OC)[C@@H]3N(C)c4ccc(OC)cc4[C@]23C[C@H]1C(=O)OC	-6
Cc1ccccc1CN1[C@@H](C(C)C)COCCS1(=O)=O	12
Cc1ccc(CNC(=O)c2cc3c(=O)n4ccccc4nc3n(Cc3ccco3)c2=N)cc1	-12
COc1cc2[nH]c3c(c2cc1OC)CCN1CCCC[C@@H]31	-7
CC(=O)OC1CCC2(C)C(CCC3C2CC(OC(C)=O)C2(C)C3C[C@@H]3O[C@]4(CC[C@@H](C)CO4)[C@@H](C)C32)C1 (stereo not given in full)	7
CN1CCN(Cc2nc3c(c(=O)[nH]c(=O)n3C)n2Cc2c(F)cccc2Cl)CC1	-1
Nc1ncnc2c1ncn2[C@@H]1O[C@H](CO)C[C@H]1O	5
CNCC[C@@H](Oc1ccccc1C)c1ccccc1	3
CCO[C@@H]1OC(C(=O)O)=C[C@H](c2cn(C(C)=O)c3ccccc23)[C@H]1CCCO	-5
COc1nc(-c2ccc3c(c2)OCO3)n(-c2ccc(NC(=O)CSc3ccccc3)cc2)n1	0
O=C(c1ccc(OCCN2CCCCC2)cc1)c1c(-c2ccc(O)cc2)sc2cc(O)ccc12	5
COC(=O)C1=C(C(=O)OC)[C@@H]2Nc3ccccc3[C@@]23C[C@@H](C(=O)OC)N(C(=O)C2CCC2)C3=N1	3
COC/C=C/C1=CC2=CC(=O)C(C)(OC(=O)c3cnc4ccccc4n3)C(=O)C2=CN1c1ccc(OC)cc1 (stereo not given)	6
Cc1nn2c3c(cnc2c1-c1ccc(Cl)cc1)C(=O)CC(c1ccco1)C3 (stereo not given)	6
CCCCCCCCCCCC1=C(O)C(=O)C=C(O)C1=O	8
CCCCCCCCCOC(=O)C1N2C(=O)[C@@H](NC(=O)COc3ccccc3)[C@H]2SC1(C)C (stereo not given in full)	-1
CCOC(=O)c1c(NC(=O)CSc2nc3c(c(=O)n(C)c(=O)n3C)n2CC)sc(C)c1C	2
CCOC(=O)C[C@H]1c2ccccc2S(=O)(=O)N1Cc1cccc(C(F)(F)F)c1	3
Cc1cc(NC(=O)Nc2ccc3c(ccn3C)c2)sn1	-6
COc1cc(OC)cc(-n2c3nc4ccccc4nc3c3c(=O)n(CC4CCCO4)cnc32)c1 (stereo not given)	2
COc1cccc(C2=CC(=O)CCC2)c1OC	-5
Nc1ccc(C#Cc2ccc3oc4ccccc4c(=O)c3c2)cc1	-1
COC(C/C=C\[C@H](O)[C@H](C)OCc1ccccc1)OC	-4
COc1cc2oc3ccc(C#Cc4ccccn4)cc3c(=O)c2cc1OC	-4
SMILES	Rad51 HR inh
CCOC(=O)C1Nc2ccccc2C2c3ccccc3CC12 (stereo not given)	-5
Cc1nc(Nc2ccc(Br)cc2Br)c([N+](=O)[O-])c(=O)[nH]1	-6
CC(Nc1nc(-c2ccc(F)cc2)cs1)c1nc2cc(C(F)(F)F)ccc2n1CCCO (stereo not given)	-1
COc1[nH]c2ccc(F)cc2c1C(=O)OCC1CCN(CCNS(C)(=O)=O)CC1	1
C[C@@H](NCCc1ccc(O)cc1)[C@@H](O)c1ccc(O)cc1	-2
COc1ccc2c(c1)C(C)(CCN)C(=O)N2C (stereo not given)	4
Cc1oc(-c2ccc(F)cc2)cc1-c1nn2c(-c3ccoc3C)nnc2s1	-1
C=C1CCN(c2ccc(C(=O)O)cc2[N+](=O)[O-])CC1	-1
C=CCNc1cccc(Br)c1	-1
Nc1ccc(S(N)(=O)=O)cc1	0
COc1cccc(C2=CC(=O)CCC2)c1	-4
COCCN1CCN(C(=O)c2ccc3c(c2)S(=O)(=O)c2ccccc2C3=O)CC1	-3
CCCCNC(=O)[C@@H]1CC=C[C@@H]2CCN(C3CC3)C(=O)[C@@H]21	0
COC(=O)C1=C(C(=O)OC)[C@@H]2N(C)c3ccccc3[C@@]23C[C@@H](CO)N(C(=O)c2cccs2)C3=N1	5
OCC1OC(n2cnc3c(NC4CCCC4)ncnc32)C(O)C1O (stereo not given)	7
COC(C/C=C\C(=O)COCc1ccccc1)OC	3
CC(C)(C)OC(=O)NCCCCC1=CC2=CC(=O)C(C)(O)C(=O)C2=CO1 (stereo not given)	5
COc1c(CC=C(C)C)c(O)cc2oc(=O)c3c4ccc(O)cc4oc3c12	-3
N[C@@H](Cc1cc(I)c(Oc2cc(I)c(O)c(I)c2)c(I)c1)C(=O)O	-2
O=C(NCCNC(=O)C(F)(F)F)c1ccncc1	-8
COc1ccc(C#Cc2c(-c3ccc(OC)cc3)oc3ccc(-c4ccc(OC)cc4)cc23)cc1	-5
COc1ccc(OC)c(NC(=O)c2ccccc2OC(C)=O)c1	0
O=C1C=C(c2ccc3[nH]ccc3c2)CCC1	0
O=[N+]([O-])c1cc(-c2csc(NCCc3nc4cc(Cl)c(Cl)cc4n3CCCO)n2)ccc1Cl	9
Cc1csc2ncc(C(=O)Nc3ccccc3F)c(=O)n12	3

16 structures already listed, ordered by length of the SMILES, ascending.
SMILES	Rad51 HR inh
C=CCNc1cccc(Br)c1	-1
Nc1ccc(S(N)(=O)=O)cc1	0
COC(C/C=C\C(=O)COCc1ccccc1)OC	3
O=C(NCCNC(=O)C(F)(F)F)c1ccncc1	-8
CCOC(=O)C1Nc2ccccc2C2c3ccccc3CC12 (stereo not given)	-5
Cc1csc2ncc(C(=O)Nc3ccccc3F)c(=O)n12	3
COc1ccc(OC)c(NC(=O)c2ccccc2OC(C)=O)c1	0
OCC1OC(n2cnc3c(NC4CCCC4)ncnc32)C(O)C1O (stereo not given)	7
C=C1CCN(c2ccc(C(=O)O)cc2[N+](=O)[O-])CC1	-1
C[C@@H](NCCc1ccc(O)cc1)[C@@H](O)c1ccc(O)cc1	-2
Cc1oc(-c2ccc(F)cc2)cc1-c1nn2c(-c3ccoc3C)nnc2s1	-1
N[C@@H](Cc1cc(I)c(Oc2cc(I)c(O)c(I)c2)c(I)c1)C(=O)O	-2
COCCN1CCN(C(=O)c2ccc3c(c2)S(=O)(=O)c2ccccc2C3=O)CC1	-3
CC(Nc1nc(-c2ccc(F)cc2)cs1)c1nc2cc(C(F)(F)F)ccc2n1CCCO (stereo not given)	-1
COc1ccc(C#Cc2c(-c3ccc(OC)cc3)oc3ccc(-c4ccc(OC)cc4)cc23)cc1	-5
O=[N+]([O-])c1cc(-c2csc(NCCc3nc4cc(Cl)c(Cl)cc4n3CCCO)n2)ccc1Cl	9

The listing continues:
SMILES	Rad51 HR inh
NC1=NC[C@H](Cc2ccccc2)N1CC1CCCCC1	3
COc1cc(/C=C/C(=O)O)cc(OC)c1O	-6
c1ccc(Nc2nc(N3CCCC3)nc(N3CCOCC3)n2)cc1	-3
C=CCOC(=O)C1=C[C@@H](c2ccc3c(c2)OCO3)C[C@@H](OCCCCO)O1	4
CC(C)(C)c1ccc(C2=CC(c3ccccc3)n3ncnc3N2)cc1 (stereo not given)	-23
CCOc1cc(C(=O)N2CCC(CC3CC(c4ccccc4)=NO3)(C(=O)NCc3ccc(OC)cc3)CC2)cc(OCC)c1OCC (stereo not given)	7
COC(=O)C1=C(C)N(Cc2ccco2)C(=O)N[C@@H]1c1ccco1	-1
CCC1(CC)C(=O)C2=C3C1[C@H](C(=O)OC)C=C(C(=O)OC)C[C@H]3[C@H]1C(=O)NC(=O)[C@H]1[C@H]2C (stereo not given in full)	-6
CN(C)CC[C@@H](c1ccc(Cl)cc1)c1ccccn1	2
CCCCOc1cc(CC2CNC(=O)N2)ccc1OC (stereo not given)	4
C=C[C@@]1(C)CC(=O)[C@]2(O)[C@@]3(C)[C@@H](O)CCC(C)(C)[C@@H]3[C@H](O)[C@H](OC(C)=O)[C@@]2(C)O1	-3
O=C1NC(O)(c2ccccc2)Oc2ccccc21 (stereo not given)	1
O=C(O)c1cc(-c2ccccc2)nn1CC1CC(c2cccc([N+](=O)[O-])c2)=NO1 (stereo not given)	12
COc1ccc([C@H]2/C=C\CN(S(=O)(=O)c3cccc4cccnc34)[C@@H](C)C(=O)N2Cc2ccc(F)cc2)cc1	-5
OC1(c2ccc(Cl)cc2)CCN(Cc2c[nH]c3ccccc23)CC1	-5
O=C(Nc1ccccc1)C1=C[C@H](c2ccccc2)C[C@H](OCCCCO)O1	-14
OCC[C@@H]1C[C@H](O)[C@@H](O)[C@]2(CCCCO2)O1	-7
CCCCN1CC[C@H]2C=CC[C@@H](C(=O)N3CCN(c4ccccc4)CC3)[C@H]2C1=O	-1
C[C@]12CC[C@@H]3c4ccc(O)cc4CC[C@H]3[C@@H]1CC[C@@H]2OC(=O)CCC1CCCC1	7
CCO[C@@H]1OC(C(=O)N2CCOCC2)=C[C@H](C(C)(C)C)[C@H]1CCCO	-7
COC(=O)c1ccc(C(NC(=O)OCc2ccccc2)/C(F)=C/[C@@H](C)C(=O)O)cc1 (stereo not given in full)	-2
COC(C[C@@H]1O[C@H]1[C@H](O)[C@@H](C)OCc1ccccc1)OC	5
O=C(NCc1cccc(Br)c1)c1cc(-c2ccccc2)nn1CC1CC(c2cccnc2)=NO1 (stereo not given)	-2
CCOC(=O)C1=C(C)N(CCCC(=O)O)C(=O)NC1c1ccccc1OS(=O)(=O)c1ccc([N+](=O)[O-])cc1 (stereo not given)	6
CC#CCN1C(=O)N[C@@H](c2ccccc2)C(C(=O)OC)=C1C	-1
SMILES	Rad51 HR inh
COC(=O)CCC(=O)OC1(C)C(=O)C2=CN(CCc3c[nH]c4ccccc34)C(c3ccc(OC)cc3)=CC2=C(Br)C1=O (stereo not given)	-8
COc1cc(C[C@@H](CO)[C@H](CO)Cc2ccc(O)c(OC)c2)ccc1O	-6
C#Cc1ccc([C@@H]2C=C(C(=O)NC3CC3)O[C@H](OCc3ccc(CO)cc3)C2)cc1	4
CC1Oc2cc3oc4c(O)c(O)ccc4c(=O)c3c(O)c2C1(C)C (stereo not given)	1
CCCNc1nc(-c2cc(C(=O)Nc3ccccc3)on2)cc(C(C)C)n1	5
COC(=O)C1=C(C(=O)OC)[C@@H]2Nc3ccccc3[C@@]23C[C@@H](C(=O)OC)N(C(=O)CC(C)C)C3=N1	0
Cc1ccc(C(=O)C2=C(O)C(=O)N(CCCN(C)C)C23C(=O)N(C)c2ccccc23)o1 (stereo not given)	-5
CCOc1ccc2[nH]c(=O)c(CN(CC3COCCO3)C(=O)c3ccco3)cc2c1 (stereo not given)	-2
CCCCNC(=O)c1onc(CSc2cc(C)cc(C)c2)c1C(=O)NCCCC	-1
CCOc1ccc(NC(=O)CSc2nc3c(c(=O)n2-c2ccccc2OC)SCC3)cc1	-3
COc1ccc(C2=CC3=C(Br)C(=O)C(C)(OC(=O)c4cnc5ccccc5n4)C(=O)C3=CO2)cc1 (stereo not given)	-5
COC(=O)/C=C/c1ccc2c(c1)S(=O)(=O)N(c1cccc(OC)c1)[C@H]2CC(=O)OC	-7
COC/C=C/C1=CC2=CC(=O)C(C)(OC(=O)c3cnc4ccccc4n3)C(=O)C2=CN1C1CC1 (stereo not given)	-6
